Screening results as filed in PubChem BioAssay.
bCat nuc transl = alters nuclear translocation of beta-catenin in HeLa cells; hit rate 0.3% among 190,000; immunofluorescence imaging; nuclear translocation activity, % at 5 µM;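 active means nuclear translocation activity above 50% at 5 µM, with a well cell count of 50 or more; inconclusive means wells under 50 cells across six images, flagged as toxic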;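 further: per-cell ratio of nuclear to cytoplasmic median beta-catenin stain intensity; plate controls were DMSO negative control for no effect and GSK-3 inhibitor IX positive control for full effect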
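Test system: human HeLa cells, native beta-catenin. Compound dosing: 5 µM primary single dose, 0.1% DMSO, 0.02–20 µM confirmation series. Incubation: compound exposure 24 h at 37°C. Detection: beta-catenin immunostaining with DAPI counterstain, 20x imaging, 6 fields/well. Read-out basis: Nuclear/cytoplasmic beta-catenin signal ratio, % activation.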
MT stabilizer = microtubule stabilization, imaging screen. HeLa tubulin immunostaining HCS, 24 h; share of cells brighter than vehicle mean+2SD. % tubulin-high responders, % at 10 µM. hit rate 0.83% among 200,000;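 active means plate Z-score above 3 for both tubulin-high and condensed-nucleus cell shares, with cell loss under 80%, at 10 µM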;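 further: anti alpha tubulin signal scored within the nucleus-defined area of each cell; some results filed as inactive read as strong as hits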
AID2073 = inhibitors of Mint1-CaV2.2 protein interaction, biochemical, HTRF (AID 2073); HTRF protein-protein interaction, Mint1-CaV2.2; higher % means a stronger effect; one-dose inhibition, % at 20 µM; IC50 in µM for titrated hits; hit rate 0.19% among 290,000; in the data active means inhibition mostly above about 51%, no sharp cut-off; inconclusive means no clear call, values can overlap the other calls; inactive means mostly below about 53%; further: some results filed as inactive read as strong as hits
WT yeast gro inh = growth inhibition of WT yeast, mitochondrial fusion screen; mitochondrial fusion phenotypic screen, WT strain; AID 1362; inhibition, % at 10 µM; hit rate 2.1% among 190,000; in the data active means inhibition above about 58%; tested in S. cerevisiae
Dynein cargo inh = dynein cargo transport inhibition; 3617.4 mouse cells, GR-EGFP nuclear translocation imaging; test concentration mostly 20 µM; stimulated with dexamethasone, 1 µM; active compounds read low; z-score, hits read low; hit rate 0.47% among 220,000; AID 1381;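 active means plate z-score of nuclear minus cytoplasmic receptor signal below a set negative limit, without overly bright fluorescence or cell loss, cut at about -3.5 in these data, passing the limit was not always enough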;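 further: z-score of nuclear minus cytoplasmic ring GR-EGFP intensity difference per well; some compounds called inactive have numbers as strong as hits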
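Also added – dexamethasone, 1.0 µM final · Buffer or medium – tet-free, stripped-serum medium · Schedule – induction 48 h, compound 1 h, agonist 30 min · Detection – formaldehyde fixation, Hoechst nuclear stain, 10x automated fluorescence imaging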
Yfh1-off respiration = enhancers of respiration in Yfh1-depleted yeast, dose response, Friedreich's ataxia, plus single-dose screen (AID 1465) | hit rate 0.074% among 220,000 | one-dose fold induction at 50 µM; EC50 in µM for titrated hits | S. cerevisiae Yfh1-off respiration, WST-1 reduction, 72 h; higher fold induction means a stronger effect;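 active means fold induction of absorbance versus untreated yeast above a set limit, then at least 30% activation at any dose in follow-up; inconclusive means repeats straddling the limit, or above it without dose testing; inactive means fold induction below the set limit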;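 further: activators that raise dye reduction in frataxin-depleted yeast; strong numbers were not always called active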
Ins promoter up = MIN6 insulin promoter up-regulation | z-score at 5 µM | AID 1625 | hit rate 0.3% among 190,000 | MIN6 insulin promoter-GFP reporter, high-content imaging; active compounds read high;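 active means z-score above 3 at 5 µM with at least 500 cells counted in the well; inconclusive means wells under 500 cells, flagged as cytotoxic or low count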
Autophagy HCS = autophagy modulation, high-content screen | calls only at 10 µM (by protocol) | hit rate 0.98% among 190,000 | MEF GFP-LC3 puncta imaging; test concentration mostly 10 µM;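 active means percentage of spot-positive cells more than 3 SD above its plate mean, without a fluorescence outlier flag or 80% toxicity; inconclusive means no clear call, values can overlap the other calls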;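 further: spot-positive cell cutoff set from DMSO-treated cells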
HIV fusion peptide = cell-free HIV fusion peptide-binding blockers – biochemical, uHTS, fluorescence dequenching, primary screen (AID 1986). cell-free peptide binding, fluorescence dequenching, 30 min; higher % means a stronger effect. inhibition, % at 20 µM, or IC50 in µM where a hit was titrated. hit rate 0.3% among 290,000; in the data active means inhibition mostly above about 52%, no sharp cut-off; inactive means mostly below about 76%; further: some results filed as inactive read as strong as hits
WT yeast gro inh mutant strain = further read-out of WT yeast gro inh, marked with its call; inhibition, %; mitochondrial fusion phenotypic screen, mutant strain inhibition
Dynein cargo inh cytoplasmic EGFP = also measured in Dynein cargo inh; calls as there; z-score; measured here: cytoplasmic GR-EGFP intensity; active compounds read high
Dynein cargo inh nuclear GR-EGFP = further read-out of Dynein cargo inh, marked with its call; z-score; measured here: nuclear GR-EGFP intensity;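 lower value marks the stronger effect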
Dynein cargo inh cell count = recorded beside Dynein cargo inh, whose call it bears; z-score; measured here: cell count per field
Ins promoter up cell count = further read-out of Ins promoter up, marked with its call; cell count; measured here: cytotoxicity, nuclei count;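 total cells summed across four imaged fields per well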
bCat nuc transl cell count 5 µM = further read-out of bCat nuc transl, marked with its call; cell count; measured here: cell count, cytotoxicity flag
MT stabilizer Hoechst-high % = recorded beside MT stabilizer, whose call it bears; % Hoechst-high responders; measured here: nuclear condensation Hoechst responders;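 share of cells brighter than vehicle mean plus two SD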
MT stabilizer cytotoxicity % = also measured in MT stabilizer; calls as there; toxicity, %; measured here: cytotoxicity by cell density;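 0% = mean cell density of plate MIN control wells and 100% = no cells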
Autophagy HCS cell loss 18 h = recorded beside Autophagy HCS, whose call it bears; toxicity, %; measured here: cell loss, nuclei count;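 cell loss after 18 h compound exposure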
Numbers without * were called inactive; i = inactive; ? = inconclusive; nt = no result given; + = active, no number.

Screens in order – bCat nuc transl	bCat nuc transl cell count 5 µM	MT stabilizer	MT stabilizer Hoechst-high %	MT stabilizer cytotoxicity %	AID2073	WT yeast gro inh	WT yeast gro inh mutant strain	Dynein cargo inh	Dynein cargo inh cytoplasmic EGFP	Dynein cargo inh nuclear GR-EGFP	Dynein cargo inh cell count	Yfh1-off respiration	Ins promoter up	Ins promoter up cell count	Autophagy HCS	Autophagy HCS cell loss 18 h	HIV fusion peptide
CCN1C(=O)/C(=C/c2cc(C)n(C)c2C)SC1=Nc1ccc(OC)cc1
  nt	nt	4.1	2.1	7.4	-11%	16	-1	-0.22	0.095	-0.018	0.86	i	nt	nt	i	-7	-0.9%
N#CCSc1ncccc1-c1nc2ccccc2[nH]1
  -3.8	1097	5.1	2.3	6.7	11%	7	-1	-0.71	-0.27	-0.41	0.7	i	1.1	842	i	-2	-1.8%
COc1ccc(-c2nc3cc([N+](=O)[O-])ccc3o2)cc1
  0.9	929	2.9	1.8	6.7	28%	8	16	1.5	-0.23	1.2	-0.087	i	1.1	1472	i	17	-1.1%
CC(C)Cn1c2c(c(O)c(C(=O)Nc3ccc(F)cc3)c1=O)CCCC2
  0.8	1205	6.7	5.6	4.1	5%	57	7	-0.09	-0.19	-0.041	0.71	i	-0.08	1273	i	-2	1.1%
NC(=O)[C@@H]1CC2(CC(c3cccc(NC(=O)CC(c4ccccc4)c4ccccc4)c3)=NO2)CN1C(=O)c1ccc(Cl)cc1 (stereo partly drawn)
  3.4	966	nt	nt	nt	30%	nt	nt	-0.047	-0.66	0.091	-0.39	i	2.2	745	nt	nt	9.7%
COc1ccc(NCc2nnc(SCC(=O)Nc3ccccc3)n2C)cc1
  0.0	1097	1.3	0.5	5.0	-7%	-6	-5	-1.1	0.14	-0.4	1.3	i	-1.7	1310	i	18	0.7%
COc1ccc(C(=O)NCC(=O)N/N=C(\C)c2ccco2)cc1OC
  1.5	1303	nt	nt	nt	0%	nt	nt	0.92	-0.24	0.34	-0.68	i	0.17	1202	nt	nt	1.4%
CCn1c(CCc2nc3ccccc3[nH]2)n[nH]c1=S
  -0.4	1095	2.5	1.9	6.4	-17%	-9	4	-0.74	0.47	-0.43	0.25	i	0.2	1209	i	2	-0.5%
O=C(/C(=C/c1ccc(Cl)cc1)c1nc2ccccc2[nH]1)c1cccs1
  6.7	984	28*	30*	23*	10%	43	63	-4.5*	0.9*	-2.2*	0.64*	i	?	nt	+	71*	1.0%
CCC1Oc2ccc(C)cc2N(CC(=O)NCCN2CCCCCC2)C1=O (stereo not drawn)
  -1.5	1468	5.0	1.6	7.6	5%	-2	-18	0.021	-0.21	0.088	0.29	i	0.3	1110	i	22	-2.0%
COc1ccc(Cn2nnnc2CN(CCCN2CCOCC2)Cc2cc3cc(OC)ccc3[nH]c2=O)cc1
  -0.2	1045	1.6	1.8	7.1	10%	5	7	0.056	-0.23	-0.09	-0.19	i	1.1	1485	i	-2	0.3%
O=C(CCc1ccccc1)N1N=C(c2ccncc2)CC1(O)C(F)(F)F (stereo not drawn)
  -1.0	1590	2.6	2.4	3.7	12%	-22	12	-0.96	-0.3	-0.42	1.2	i	-1.2	1630	i	4	1.1%
COc1cc(C(C(=O)NC2CCCCC2)N(CCN2CCOCC2)C(=O)C2COc3ccccc3O2)cc(OC)c1OC (stereo not drawn)
  -1.2	1035	1.6	2.4	9.2	3%	-3	1	0.00095	-0.37	0.084	1.1	i	0.02	1423	i	26	-1.0%
O=C(N1CCCCC1)C12CC3CC(CC(C3)C1)C2
  -2.5	512	4.2	2.0	3.3	-2%	-21	6	-1	-0.24	-0.74	0.85	i	0.24	1227	i	-8	-0.8%
COc1ccc(S(N)(=O)=O)cc1C(=O)NCCCN1CCN(c2cccc(Cl)c2)CC1
  -1.0	1354	2.6	1.3	8.0	-7%	-16	-4	-0.68	-0.2	-0.085	0.68	nt	-0.1	1635	i	-32	-2.7%
CCO/C=C/C(O)(CNC(=O)c1ccc(C(C)(C)C)cc1)C(F)(F)F (stereo not drawn)
  0.4	1190	1.6	1.8	14	-2%	11	15	-0.23	-0.23	0.047	0.26	i	0.36	1332	i	-3	-1.3%
CSc1nsc2nc(=O)c(/C=C3\C(C)=Nc4ccc(C)cc43)c(N)n12
  nt	nt	28	5.7	51	15%	23	22	-0.27	2.2	0.34	-0.023	i	-0.1	1115	i	-9	44%
O=C(CN1CCN(CC(=O)Nc2ccccn2)CC1)Nc1ccccn1
  -4.8	1157	2.3	3.1	4.5	-4%	8	-4	0.065	-0.18	0.013	0.44	i	0.34	1333	i	-8	1.3%
O=C1c2ccccc2C(=O)N1CCCc1nc2ccccc2c(=O)n1-c1cccnc1
  -0.4	829	2.1	1.7	8.9	-7%	2	-6	-0.32	-0.2	-0.0014	0.52	i	0.93	1145	i	38	-0.9%
COc1cc(/C=N/N=C(/C(=O)c2ccccc2)c2ccccc2)cc(OC)c1O
  5.3	831	3.6	2.6	5.2	-2%	72*	8.7*	-0.75	-0.099	-0.24	0.7	i	-0.62	1254	i	8	-1.1%
O=C(Nc1ccc(N2CCN(Cc3ccccc3)CC2)cc1)c1ccccc1[N+](=O)[O-]
  0.9	1440	8.8	1.9	13	-4%	-16	9	-0.44	-0.32	-0.21	0.4	i	-0.32	1340	i	-2	-0.3%
C=CCn1c(=O)c2ccc(C(=O)NCc3ccccc3)cc2n(Cc2cccc(Cl)c2)c1=O
  -0.8	543	5.8	2.9	8.1	-7%	6	-15	-0.97	-0.24	0.39	0.42	nt	-0.42	1136	i	7	-4.1%
CCCCn1cnc2c1c(=O)n(C)c(=O)n2C
  -0.6	1257	3.0	1.6	0.5	19%	-10	-9	-0.82	-0.11	-1	-0.089	i	-0.09	1179	i	-9	2.4%
Cc1cc(C)cc(NC(=S)N(Cc2cccc(Br)c2)CC2CCC(C(=O)O)CC2)c1 (stereo not drawn)
  -0.9	1121	2.6	2.6	7.5	-3%	19	9	-0.33	-0.39	0.18	0.53	i	-0.15	1228	i	-4	5.9%
COC(=O)c1sccc1NC(=O)Cn1nnc(-c2ccccc2C)n1
  1.0	1013	1.5	3.0	6.0	0%	6	-9	0.55	-0.15	0.32	-0.22	nt	0.23	1091	i	-5	-1.0%
CCOc1ccc(NC(=O)Cc2ccccc2)cc1
  1.6	529	2.2	3.1	9.3	-7%	-2	-13	0.95	-0.17	2	-1.4	i	0.15	1057	i	7	-2.2%
Cc1noc(C)c1COc1cccc(C(=O)Nc2ccc3c(c2)OCO3)c1
  7.8	980	17*	28*	28*	14%	7	14	-0.51	-0.24	-0.4	0.68	i	0.09	1163	i	9	1.6%
O=C1c2ccccc2C(=O)C12Cc1ccccc1N1CCN(c3ccccc3)CC12 (stereo not drawn)
  -2.5	1183	4.4	2.5	6.1	-9%	14	24	0.88	-0.25	1	-0.99	i	-0.17	1083	i	-10	-0.4%
Cc1ccc(C(=O)N[C@@H](C)CN2C3=NC[C@H](C(C)C)N3C[C@H]2Cc2ccc(O)cc2)cc1Br
  -1.0	1088	1.4	1.4	8.8	-2%	-8	-7	-0.82	-0.27	-0.24	0.22	i	-0.36	1370	+	34*	-1.5%
O=C(CCCN1C(=O)c2ccccc2C1=O)Nc1ccccc1C(=O)N1CCOCC1
  -3.5	826	3.2	1.5	5.3	-6%	6	-2	1.1	-0.18	0.62	-0.8	i	0.92	1261	i	-8	7.5%
Oc1[nH]c2ccc(Br)cc2c1N=NC(=S)NCC1CCCO1 (stereo not drawn)
  -0.4	1280	nt	nt	nt	-11%	nt	nt	0.54	-0.11	0.82	-0.45	nt	-0.68	931	nt	nt	-2.6%
CCc1cccc(NC(=O)C2CCCN(S(=O)(=O)c3c(C)[nH]c(=O)[nH]c3=O)C2)c1 (stereo not drawn)
  -1.8	1177	2.0	1.0	7.1	25%	-20	5	-0.43	-0.22	-0.28	0.62	i	1.5	1305	i	-4	-0.5%
CC(=O)Nc1cccc(NC(=O)C2CC(=O)N(c3ccc(C)cc3)C2)c1 (stereo not drawn)
  -0.1	1124	2.9	0.0	54	-10%	-27	-6	-0.68	0.29	0.18	-0.65	i	0.88	1801	i	-5	2.0%
CCN(CC)c1nc(N)n(CCSC(=S)N(C)C)c(=O)n1
  -0.1	1222	nt	nt	nt	-6%	nt	nt	0.92	-0.25	0.43	-0.12	i	0.18	1022	nt	nt	0.2%

No new results follow: 2 of the compounds above.
Screens in order – bCat nuc transl	bCat nuc transl cell count 5 µM	MT stabilizer	MT stabilizer Hoechst-high %	MT stabilizer cytotoxicity %	AID2073	WT yeast gro inh	WT yeast gro inh mutant strain	Dynein cargo inh	Dynein cargo inh cytoplasmic EGFP	Dynein cargo inh nuclear GR-EGFP	Dynein cargo inh cell count	Yfh1-off respiration	Ins promoter up	Ins promoter up cell count	Autophagy HCS	Autophagy HCS cell loss 18 h	HIV fusion peptide
CC(=O)Nc1cccc(NC(=O)C2CC(=O)N(c3ccc(C)cc3)C2)c1 (stereo not drawn)
  -0.1	1124	2.9	0.0	54	-10%	-27	-6	-0.68	0.29	0.18	-0.65	i	0.88	1801	i	-5	2.0%
CCN(CC)c1nc(N)n(CCSC(=S)N(C)C)c(=O)n1
  -0.1	1222	nt	nt	nt	-6%	nt	nt	0.92	-0.25	0.43	-0.12	i	0.18	1022	nt	nt	0.2%
